Screens as filed in PubChem BioAssay.
KCNK3 block: human KCNK3 channel inhibition, primary screen; O14649; CHO-KCNK3 thallium flux, FluxOR fluorescence; active compounds read low; B-score at 10 µM; 0.84% of 340,000 active;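 active = B-score under library mean minus 4 SD, starting fluorescence ratio at most library mean plus 5 SD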;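 note: more negative B-score means stronger inhibition of thallium flux through KCNK3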
Target sequence (O14649 whole entry, looked up): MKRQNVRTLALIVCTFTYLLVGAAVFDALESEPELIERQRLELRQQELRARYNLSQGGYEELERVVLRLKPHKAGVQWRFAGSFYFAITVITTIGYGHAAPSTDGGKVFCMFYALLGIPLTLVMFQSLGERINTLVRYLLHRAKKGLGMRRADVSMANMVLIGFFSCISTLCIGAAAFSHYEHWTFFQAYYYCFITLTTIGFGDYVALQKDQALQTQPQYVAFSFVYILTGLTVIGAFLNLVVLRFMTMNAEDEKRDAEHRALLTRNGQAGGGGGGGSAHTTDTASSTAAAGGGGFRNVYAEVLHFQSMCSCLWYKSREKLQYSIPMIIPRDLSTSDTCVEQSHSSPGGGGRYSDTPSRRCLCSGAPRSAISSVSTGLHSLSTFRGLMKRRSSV
DYRK1A inh: blocks rat Dyrk1A kinase activity. Q63470. ADP-Glo luminescence, NFATc1 peptide. inhibition, % at 12.5 µM. 0.43% of 310,000 active. AID 504441; in the data active = inhibition above about 50%;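 note: plate controls were vehicle with enzyme for no effect and no enzyme for full effect; many of its hits are not listed in these tables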
Active calls of the source: *; i = inactive.

SMILES | KCNK3 block | DYRK1A inh
CCN(CC(=O)Nc1ccc(NC(C)=O)cc1)C(=O)c1ccc(N(C)S(=O)(=O)c2ccc(C)cc2)cc1 | i | 5
CC(C)N=c1scc(-c2cccs2)n1/N=C/c1ccc(O)c(O)c1O | i | 2
COC(=O)[C@]1(Cc2ccccc2)N[C@H](CN(C)C(=O)C2CCCCC2)[C@@H]2C(=O)N(Cc3ccccc3)C(=O)[C@@H]21 | i | -5
COc1ccc(C(=O)OCC(=O)c2c(N)n(C)c(=O)n(C)c2=O)c(OC)c1OC | i | -6
CCOC(=O)c1ccc(S(=O)(=O)N2CCN(C(=O)c3cccc(S(=O)(=O)N4CC(C)OC(C)C4)c3)CC2)cc1 (stereo not drawn) | i | 7
COCc1c(C(=O)OCC(=O)N2c3ccccc3NC(=O)C2(C)C)oc2ccccc12 | i | 2
COc1ccc2c(-c3ccc(S(N)(=O)=O)cc3)c(-c3ccc(S(C)(=O)=O)cc3)sc2c1 | i | -1
Cc1ccc(NC(=O)c2csc(-c3ccccc3)c2C)cc1 | i | -2
COc1cccc(OCC(=O)NC2CCCCCC2)c1 | i | 0
Cc1ccc2nc(COC(=O)c3cnccn3)cc(=O)n2c1 | i | 0
Cc1ccc(S(=O)(=O)Nc2cncnc2NS(=O)(=O)c2ccc(C)cc2)cc1 | i | -3
Cc1cccc(C)c1NC(=O)CN(C)C(=O)c1ccc2c(=O)n3c(nc2c1)CCC3 | i | -5
CC(Sc1nnc(-c2ccco2)n1C)C(=O)Nc1ccc(N2CCOCC2)cc1 (stereo not drawn) | i | 1
CCOC(=O)C1C(=O)CC(C)(O)C(C(=O)OCC)C1/C=C/c1ccccc1 (stereo not drawn) | i | -7
Cc1cc2c(cc1S(N)(=O)=O)S(=O)(=O)CCC2 | i | 1
Cn1nnnc1SCC(=O)N1N=C(c2ccc(Cl)cc2)CC1c1ccco1 (stereo not drawn) | i | 9
Cc1cc(C(=O)Nc2ccc(C)c(S(=O)(=O)N3CCOCC3)c2)c2ccccc2n1 | i | 4
CCn1nc(C(=O)OCC(=O)N(CCC#N)c2ccccc2)c2ccccc2c1=O | i | 4
Cc1cc(NC(=O)c2ccc(C#N)cc2)n(-c2ccccc2)n1 | i | 6
Cc1ccc(CN2CC(C(=O)NNC(=O)Cn3ccc(C(F)(F)F)n3)CC2=O)cc1 (stereo not drawn) | i | -2
COc1ccccc1C(=O)OCC(=O)N1CCC(Cc2ccccc2)CC1 | i | 0
CCN(CC)CCN1C(=O)C(=O)/C(=C(/O)c2ccc(Cl)cc2)C1c1ccncc1 (stereo not drawn) | i | 0
COc1ccc(CN(C)C(=O)CNC(=O)c2sc3ccccc3c2Cl)c(OC)c1OC | i | 8
O=C(Nc1ccc(-n2cnnn2)cc1)c1cc(S(=O)(=O)N2CCCC2)ccc1Cl | i | 5
O=c1ccc2ccc(O)cc2o1 | i | 17
SMILES | KCNK3 block | DYRK1A inh
CC(C)NC(=O)N(C)C[C@H]1Oc2ccc(NC(=O)CCC(F)(F)F)cc2C(=O)N([C@H](C)CO)C[C@@H]1C | i | 4
COC(=O)c1sccc1NS(=O)(=O)c1ccccc1[N+](=O)[O-] | i | 2
Cc1nn(-c2ccncc2)c2c1C(=O)CC(C)(C)C2Br (stereo not drawn) | i | 2
Cc1c(C2(O)CCCCC2)[nH]c2cc(C(F)(F)F)ccc12 | i | 3
COc1ccc(OC)c(NC(=O)COC(=O)c2c(C)noc2C)c1 | i | 2
O=C(c1ccc(N2CCCC2=O)cc1)N1CCN(c2ccccc2O)CC1 | i | 3
Cc1sc2nc(CSCC(=O)Nc3ccc(C(=O)N(C)C)cc3)[nH]c(=O)c2c1C | i | 7
CC(C)(CNCc1ccccc1)NS(=O)(=O)c1ccc(Cl)cc1 | i | 0
O=C(CSc1ncccn1)N1CCCCCC1 | i | -2
Cc1ccsc1C(=O)OCC(=O)N(Cc1ccccc1)C(C)C | i | 4
CSc1ccc(C2=C/C(=C3/SC(=S)NC3=O)c3ccccc3O2)cc1 | i | 3
COc1ccccc1OCCNC(=O)CCNC(=O)c1ccccc1OC | i | 2
CC[N+](CC)(CC(=O)Nc1c(C)cccc1C)Cc1ccccc1 | i | 2
CC(C)(C)OC(=O)C[C@H]1C/C=C\C[C@@H](CC(=O)N[C@H](CO)Cc2ccccc2)C(=O)NC[C@H](c2ccccc2)OC1=O | i | -2
O=C(COC(=O)/C=C/c1cccc(Br)c1)NC1CCCCCC1 | i | 1
CCOC(=O)[C@@H]1[C@H]2COc3cc(OC)ccc3[C@@H]2N2C(=O)N(c3ccc(F)cc3)C(=O)[C@@]12C | i | -2
CC(=O)c1cccc(NCC(=O)N2CCN(S(=O)(=O)c3ccccc3)CC2)c1 | i | 34
Cc1ccc(NC(=O)CO/N=C(\N)c2ccccc2)cc1C | i | 0
Cc1ccc[n+](C(C(=S)NCc2ccco2)=C([O-])c2ccccc2Cl)c1 | i | -1
C[C@H](CO)N1C[C@H](C)[C@@H](CN(C)S(=O)(=O)c2ccccc2)Oc2ccc(NC(=O)CCC(F)(F)F)cc2C1=O | i | -14
O=S(=O)(c1ccccc1F)N1CCN(Cc2cc3c(cc2Br)OCCO3)CC1 | i | -2
CSc1ncc(CN2CCN(C3CCN(C(C)C)CC3)C(CCO)C2)cn1 (stereo not drawn) | i | 0
Cn1c(-c2ccsc2)c(-c2cccs2)c2cc(Br)ccc21 | i | -3
Cc1cc(S(=O)(=O)Nc2nc(CN3CCOCC3)nc3sc4c(c23)CCC4)cc(C)c1C | i | -6
Cc1ccc2nc(SC(C)C(=O)NC3CCCc4ccccc43)[nH]c2c1 (stereo not drawn) | i | -2
SMILES | KCNK3 block | DYRK1A inh
C=CCn1c(SCC(=O)Nc2ccc(C(=O)O)cc2)nc2sc(C)c(C)c2c1=O | i | 1
CCN(CC)c1ccc(C=NNc2ccc([N+](=O)[O-])cn2)cc1 | i | 3
CCCCCCN(C(=O)CCCN1C(=O)NC(c2ccc([N+](=O)[O-])cc2)C(C(=O)OCc2ccccc2)=C1C)C(C)C(=O)NCCCC (stereo not drawn) | i | -1
C=CCNC(=O)c1c(CSc2ccccc2)noc1C(=O)NCc1ccccc1 | i | 6
COc1cc2c3c(c1OC)-c1cc4c(cc1CC3(C#N)N(C(=O)c1ccccc1)CC2)OCO4 (stereo not drawn) | i | 1
CCCCCn1nc(C(=O)OCc2nc(N)nc(Nc3ccccc3)n2)c2ccccc2c1=O | i | 3
Cc1ccc2c(c1)[C@H]1[C@H](CO2)[C@H](c2ccccc2)[C@]2(C)C(=O)Nc3cc(F)c(F)cc3C(=O)N12 | i | -5
COc1ccc(NC(=O)CCc2ccccc2)cc1S(=O)(=O)N1CCOCC1 | i | 8
CC1(C)Cc2cccc(OCC(=O)OCC(=O)c3ccccc3)c2O1 | i | 1
CC[N+]1(C)[C@@H]2CC[C@H]1CC(OC(=O)[C@H]1CCC(C(=O)OC3C[C@H]4CC[C@@H](C3)[N+]4(C)CC)(c3ccccc3)c3ccccc31)C2 (stereo partly drawn) | i | 16
CC(Sc1ccc(S(=O)(=O)N2CCN(C)CC2)cn1)C(=O)Nc1cccc(Cl)c1Cl (stereo not drawn) | i | -6
c1cncc(C(c2nnnn2C2CCCCC2)N2CCN3CCCC3C2)c1 (stereo not drawn) | i | 2
O=C(CSc1nnc2ccccn12)NNC(=O)c1cccc(Cl)c1 | i | -1
O=C(c1cc(-c2cccc3ccccc23)nc2ccccc12)N1CCN(CCO)CC1 | i | 5
Cc1ccc(S(=O)(=O)N2[C@@H](c3cccc(Cl)c3)C(C(=O)O)=CC[C@H]2c2ccc(Cl)c(Cl)c2)cc1 | i | 0
COC(=O)[C@@]1(C)[C@H]2C(=O)N(C)C(=O)[C@H]2[C@H]2CN(C)C(=NC3CCCCC3)N21 | i | -6
Cc1ccc(Sc2ccc(S(=O)(=O)Nc3ccc(C(=O)O)cc3)cc2)cc1C | i | 2
Cc1ccc(NC(=O)Cc2c(F)cccc2Cl)cc1S(=O)(=O)N1CCOCC1 | i | 6
COC(=O)C1=C(C)N(CC2CC2)C(=NCc2cccc(C(F)(F)F)c2)N[C@H]1c1ccccc1 | i | 2
CCN(CC(=O)Nc1ccc(OC)cc1)CC(=O)Nc1sc2c(c1C(=O)OC)CCCC2 | i | -1
Cc1cc(SCC(=O)NC2CC2)nc2ccccc12 | i | 2
COC(=O)c1ccc(NC(=O)COC(=O)C2=NN(c3ccccc3)C(=O)CC2)cc1 | i | -5
O=C1N(Cc2ccccc2)CC2(Br)COCOC12O (stereo not drawn) | i | 7
COc1ccc(S(=O)(=O)N2CCc3ccccc32)cc1C(=O)NCC(c1ccco1)N1CCCC1 (stereo not drawn) | i | 1
O=C(CN1C(=O)NC(c2ccccc2)(c2ccccc2)C1=O)NCc1cccs1 | i | -4

The final two compounds of the part before open the next one.
SMILES | KCNK3 block | DYRK1A inh
COc1ccc(S(=O)(=O)N2CCc3ccccc32)cc1C(=O)NCC(c1ccco1)N1CCCC1 (stereo not drawn) | i | 1
O=C(CN1C(=O)NC(c2ccccc2)(c2ccccc2)C1=O)NCc1cccs1 | i | -4
CCCOc1ccc(C(=O)CCN2CCN(C(=O)OCC)CC2)cc1 | i | 6
C=CCC[C@H](Cc1ccc(F)cc1)C(=O)OC[C@@H]1CCCN1C(=O)[C@@H](CC=C)CC(=O)NCCO | i | -4
COc1cc(C(=O)NCC(c2ccco2)N2CCCC2)ccc1OCc1ccccc1 (stereo not drawn) | i | 2
O=[N+]([O-])c1cc([N+](=O)[O-])c(Oc2cccc3c2CCCC3)cc1NN1CCCCC1 | i | 2
C[C@@H]1CN([C@H](C)CO)C(=O)c2cccc(NC(=O)NC3CCCCC3)c2O[C@@H]1CN(C)C(=O)Nc1ccc(C(F)(F)F)cc1 | i | 3
CCOC(=O)C1=C(COC(=O)c2sccc2C)NC(=O)NC1C (stereo not drawn) | i | 2
CC(C)(C)OC(=O)N1CCC(NC(=O)c2nc[nH]c2C(=O)N2CCN(c3ccccc3)CC2)CC1 | i | -8
C#CCOCCOCCOCCNc1nc(N2CCOCC2)nc(N2CCN(C(=O)CCCCCCCCCCNC(=O)[C@@H]([C@H](C)O)n3cc(C)nn3)CC2)n1 | i | 8
O=C(c1ccccc1)c1ccc(C(=O)N2CCN(c3ccccc3Cl)CC2)cc1 | i | -2
O=S(=O)(c1cccc(Br)c1)N1CCN(c2ncnc3scc(-c4ccccc4)c23)CC1 | i | 4
O=C(COC(=O)c1ccc2ncsc2c1)Nc1ccccc1Br | i | -1
COc1ccc(C=NNC(=S)Nc2ccc(F)cc2)cc1OC | i | 3
C#CCN1Cc2ccccc2Oc2cc(Br)ccc2S1(=O)=O | i | 0
CC(C)(C)[C@H]1COC(=O)[C@H](NC(=O)OCC2c3ccccc3-c3ccccc32)C/C=C\C[C@@H](CC(=O)N(CCO)Cc2ccccc2)C(=O)N1 | i | -1
CC(=O)C[C@@H](O)CC(=O)[C@H]1OC(=O)CCCCCCc2ccccc21 | i | 10
CC(=O)c1cccc(S(=O)(=O)N2CCC(C(=O)N(C)Cc3ccc(Cl)s3)CC2)c1 | i | 0
CCCCCCCN(c1ccccc1)[C@@H]1C[C@H]2CCCC(=O)N3CC[C@@H](C1)[C@@H]23 | i | 3
O=C(COC(=O)/C=C/c1cccs1)Nc1ccc(F)cc1 | i | -2
Cn1cnc2c(SCc3ccccc3)ncnc21 | i | -2
CC1CN(C(=O)CNC(=O)Cc2cccc3ccccc23)CC(C)O1 (stereo not drawn) | i | 1
CC(C)=CCC/C(C)=C/CNC(=O)C[C@H]1C[C@H](C(=O)N2CCCCC2)[C@@]2(C)c3[nH]c4cc(CCC(=O)N(C)C)ccc4c3CCN2C1=O | i | 0
O=[N+]([O-])c1ccc2c(c1)C(=Nc1ccccc1)c1ccccc1-2 | i | 2
Cc1cc(NC(=O)CN2C(=O)NC3(CCCCCC3)C2=O)ccc1Br | i | 3
CC(C)[C@H](NC(=O)c1ccc(Cl)cc1Cl)C(=O)NNC(=O)c1ccco1 | i | 2
CC(C)C12NC(=O)NC(=O)N1CCS2 (stereo not drawn) | i | -9
CCC(=O)c1ccc(OCC(=O)Nc2ccc(N3CCCCC3)cc2)cc1 | i | -6
O=C(COC(=O)c1ccc(Br)o1)Nc1ccc2[nH]c(=O)[nH]c2c1 | i | 3
Cc1ccc(NC(=O)COC(=O)c2ccc(S(=O)(=O)NCc3ccco3)cc2)cc1 | i | 4
Cc1ccc(C(NC(=O)c2cccc(S(=O)(=O)N3CCN(C)CC3)c2)c2ccccc2)cc1 (stereo not drawn) | i | 3

Grouped by structure: those above with fluorine
SMILES | KCNK3 block | DYRK1A inh
Cc1ccc(CN2CC(C(=O)NNC(=O)Cn3ccc(C(F)(F)F)n3)CC2=O)cc1 (stereo not drawn) | i | -2
CC(C)NC(=O)N(C)C[C@H]1Oc2ccc(NC(=O)CCC(F)(F)F)cc2C(=O)N([C@H](C)CO)C[C@@H]1C | i | 4
Cc1c(C2(O)CCCCC2)[nH]c2cc(C(F)(F)F)ccc12 | i | 3
CCOC(=O)[C@@H]1[C@H]2COc3cc(OC)ccc3[C@@H]2N2C(=O)N(c3ccc(F)cc3)C(=O)[C@@]12C | i | -2
C[C@H](CO)N1C[C@H](C)[C@@H](CN(C)S(=O)(=O)c2ccccc2)Oc2ccc(NC(=O)CCC(F)(F)F)cc2C1=O | i | -14
O=S(=O)(c1ccccc1F)N1CCN(Cc2cc3c(cc2Br)OCCO3)CC1 | i | -2
Cc1ccc2c(c1)[C@H]1[C@H](CO2)[C@H](c2ccccc2)[C@]2(C)C(=O)Nc3cc(F)c(F)cc3C(=O)N12 | i | -5
Cc1ccc(NC(=O)Cc2c(F)cccc2Cl)cc1S(=O)(=O)N1CCOCC1 | i | 6
COC(=O)C1=C(C)N(CC2CC2)C(=NCc2cccc(C(F)(F)F)c2)N[C@H]1c1ccccc1 | i | 2
C=CCC[C@H](Cc1ccc(F)cc1)C(=O)OC[C@@H]1CCCN1C(=O)[C@@H](CC=C)CC(=O)NCCO | i | -4
C[C@@H]1CN([C@H](C)CO)C(=O)c2cccc(NC(=O)NC3CCCCC3)c2O[C@@H]1CN(C)C(=O)Nc1ccc(C(F)(F)F)cc1 | i | 3
COc1ccc(C=NNC(=S)Nc2ccc(F)cc2)cc1OC | i | 3
O=C(COC(=O)/C=C/c1cccs1)Nc1ccc(F)cc1 | i | -2

Only part of the results is shown; count on the stated rates, not on these rows.
